# Screens: PubChem BioAssay, several laboratories
# HCT116 bCat-KO: beta-catenin-lacking colon tumor cell growth suppression | HCT116 beta-catenin knockout viability, CellTiter-Glo, 60 h; hits give low values | viability, % at 10 µM | actives 1.5% (n = 140,000);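 active = viability at or under a set limit, the compound median less 4 SD, cut at about 6% in these data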;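 also: 0% = Hyamine 1622 control at 20 µM and 100% = untreated cell control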
# GALR2 blocker: GALR2 (human) receptor antagonism; inhibition, % at 4 µM; O43603; GALR2-expressing cells, antagonist mode; AID 828; actives 0.39% (n = 140,000); in the data active = inhibition above about 27%;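 also: cells stimulated with galanin 1-16 at roughly its EC80; 0% = agonist challenge control and 100% = basal control without agonist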
# Target sequence (O43603 whole entry, looked up): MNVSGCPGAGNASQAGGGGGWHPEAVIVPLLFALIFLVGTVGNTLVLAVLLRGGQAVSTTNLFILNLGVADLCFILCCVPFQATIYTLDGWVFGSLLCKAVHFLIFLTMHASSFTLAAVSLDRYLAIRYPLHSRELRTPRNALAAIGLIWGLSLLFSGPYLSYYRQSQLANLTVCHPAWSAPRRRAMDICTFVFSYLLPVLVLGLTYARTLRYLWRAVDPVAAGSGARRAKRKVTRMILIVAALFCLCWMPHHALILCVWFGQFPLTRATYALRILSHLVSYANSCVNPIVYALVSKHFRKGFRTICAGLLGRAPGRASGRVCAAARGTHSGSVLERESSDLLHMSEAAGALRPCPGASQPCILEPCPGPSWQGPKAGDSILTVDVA
# E-sel TNF inh: blocks E-selectin expression induced by TNF alpha; actives 0.71% (n = 120,000); AID 1246; HUVEC TNFa-induced E-selectin immunofluorescence, high content; inhibition, % at 2 µM;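 active = inhibition above the batch mean plus 3 SD, and confirmed as a hit on visual image review, cut at about 43% in these data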;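 also: 0% = TNF-stimulated DMSO wells and 100% = unstimulated control wells; not every result past the cut was called active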
# HCT116 PTEN-null: suppresses growth of cells with PTEN deletion | HCT116 PTEN-null viability, CellTiter-Glo, 60 h; hits give low values | viability, % at 10 µM | actives 1.2% (n = 140,000) | AID 827;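 active = viability at or below a set limit, 4 SD under the median of all tested compounds, cut at about 3.7% in these data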;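 also: PTEN knockout HCT116 line with beta catenin targeted HCT116 as companion control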
# MRP1 act: MRP-1 activation; H69AR cells + doxorubicin, viability rescue, CellTiter-Glo; viability increase, % at 10 µM; actives 0.61% (n = 140,000); AID 799;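 active = viability gain under doxorubicin at or above a set limit, the compound median plus 3 SD, cut at about 4.7% in these data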;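 also: MRP-1 overexpressing cells given doxorubicin 25 µM after compound pretreatment; 18-22 h compound pretreatment then 72 h with doxorubicin before readout; 0% = doxorubicin-only wells and 100% = vehicle-treated cells without doxorubicin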
# NPY-Y2 antag: NPY-Y2 (human) receptor antagonism | P49146 | NPY-Y2 expressing cells, antagonist mode | inhibition, % at 2.7 µM | actives 0.99% (n = 140,000) | AID 793; in the data active = inhibition above about 17%;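 also: 0% = vehicle with agonist challenge and 100% = reference antagonist with challenge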
# Target sequence (P49146 whole entry, looked up): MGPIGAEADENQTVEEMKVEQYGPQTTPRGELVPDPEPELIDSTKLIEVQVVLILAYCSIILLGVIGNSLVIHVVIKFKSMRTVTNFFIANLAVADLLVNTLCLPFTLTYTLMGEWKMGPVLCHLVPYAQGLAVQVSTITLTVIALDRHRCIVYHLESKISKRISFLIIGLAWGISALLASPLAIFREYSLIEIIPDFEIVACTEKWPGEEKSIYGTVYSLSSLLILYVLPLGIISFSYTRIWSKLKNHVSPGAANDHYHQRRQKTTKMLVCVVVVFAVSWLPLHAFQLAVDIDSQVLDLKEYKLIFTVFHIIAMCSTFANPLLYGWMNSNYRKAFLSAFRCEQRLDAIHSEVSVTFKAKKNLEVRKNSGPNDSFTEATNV
# Yeast life ext: extends the lifespan of yeast; S. cerevisiae growth with nicotinamide, OD615; deaD strain in restrictive glucose medium; inhibition of the nicotinamide effect, % at 10 µM; actives 0.68% (n = 130,000); AID 775;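 active = inhibition above a set limit, placed 3 SD over the median of all compounds, cut at about 26% in these data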;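 also: 0% = nicotinamide-treated wells and 100% = cells grown without nicotinamide; some compounds called inactive have numbers as strong as hits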
#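 Material: Modified budding yeast, DeaD strain | Medium: Restrictive glucose medium | Probe or stimulus: 1.5 mM nicotinamide | Dosing: Single dose 10 µM compound, 0.25% DMSO | Times: 48 h at 30 °C | Technique: OD615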
# BB579 growth dn: yeast BB579 growth reduction in restrictive medium. S. cerevisiae BB579 growth, OD615, 48 h. inhibition, % at 10 µM. actives 0.51% (n = 140,000);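 active = inhibition above a set limit, 3 SD over the mean compound inhibition, cut at about 44% in these data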; also: inactives centre near -24
#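 Detection: OD615 turbidity measurement; Material: Saccharomyces cerevisiae DeaD strain BB579, replicative lifespan model yeast; Timing: 48 h exposure, 30 °C; Doses: single 10 µM dose; Medium: CSMM-D restrictive synthetic medium containing dextrose (glucose); Controls: amphotericin B at 10 µg/mL as positive control.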
# Measles CPE: protection of cells from measles virus; Measles virus-infected cells, CPE protection, absorbance; protection (pct of control), % at 4 µM; actives 1.5% (n = 140,000); AID 841; in the data active = protection mostly above about 24%, no sharp cut-off; inactive = mostly below about 26%; also: some compounds called inactive have numbers as strong as hits
# Phagocytosis inh: macrophage phagocytosis inhibition. J774A.1 macrophage IgG-bead phagocytosis, imaging. inhibition, % at 5 µM. actives 0.07% (n = 110,000). AID 1029;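 active = inhibition above the mean of the plate negative controls plus 5 SD, cut at about 13% in these data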;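 also: phagocytic index as fraction of beads internalized from green versus red external bead signal; plate controls were DMSO negative control for no effect and cytochalasin-D positive control for full effect; some results beyond the cut were filed as inactive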
# * hit, by the source's call; · = no result given; & = joins results of further samples.
SMILES,HCT116 bCat-KO,GALR2 blocker,E-sel TNF inh,HCT116 PTEN-null,MRP1 act,NPY-Y2 antag,Yeast life ext,BB579 growth dn,Measles CPE,Phagocytosis inh
O=[N+]([O-])c1ccc(/C=N/n2c(COc3ccccc3)n[nH]c2=S)cc1,96,-2,30,84,-0.9,1,-4,-13,22,·
Cc1cccc(N2C(=O)c3cccnc3C2=O)c1,87,-6,6,97,-1.9,1,-5,-44,4,0
CC1Cc2nc(SCC(=O)N3CCCc4ccccc43)n(C)c(=O)c2S1 (stereo unspecified),81,-76,·,83,-3.1,3,-3,-39,9,·
Cc1noc(NS(=O)(=O)c2ccc(N/C=C/C(=O)c3ccncc3)cc2)c1C,102,1,3,103,-1.0,4,4,-61,8,·
COCCCNC(NC(=O)c1ccc(Br)cc1)C(Cl)(Cl)Cl (stereo unspecified),82,-5,5,71,1.6,1,-4,-28,15,-6
O=C(Nc1ccc(C(F)(F)F)cc1-c1ccccc1)c1ccccc1,89,-4,10,98,-1.8,8,-3,-8,18,·
COc1cc(CC(=O)OCC(=O)Nc2ccc(S(=O)(=O)N3CCCC3)cc2)cc(OC)c1OC,100,2,·,86,-1.9,-1,6,-22,3,-1
N#Cc1cccc(-n2c(-c3ccccc3)nnc2-c2ccccc2)c1C#N,68,11,100*,77,-2.0,-1,-6,-51,1,-1
COc1ccc(C(=O)Cn2nnc(-c3ccccc3F)n2)cc1,108,-6,·,94,-1.2,3,-16,-44,7,0
Cc1cnc(NC(=O)CSc2nnc(CNc3ccc(F)cc3)n2CC2CCCO2)s1 (stereo unspecified),90,1,-29,96,-2.4,1,-5,-28,5,2
c1ccc(Cn2c(NCc3ccco3)nc3ccccc32)cc1,93,-5,-4,85,-1.6,5,-1,-53,8,-1
Cc1ccc(C)c(OCCCN2CCCC2)c1,96,4,-21,86,-1.9,5,-9,15,3,-1
O=C(Nc1ccc(N2CCOCC2)nc1)c1ccc(Cl)cc1,84,-12,-13,97,0.5,-2,-19,-30,21,0
COc1ccc(NCC(=O)N/N=C/c2ccc3c(c2)OCCO3)cc1,106,5,-8,95,-0.1,2,-2,-25,31,-6
CCOC(=O)C1=NNC2C(=O)N(CC)C(=O)C12 (stereo unspecified),100,-13,-4,103,-0.1,-4,-12,-19,8,-1
O=C(c1cc2ccccc2o1)N1CCN(S(=O)(=O)c2cccs2)CC1,89,1,-4,78,0.0,3,-6,-12,10,0
O=C(Cc1ccccc1)NCC(=O)OCC(=O)c1ccc(OC(=O)c2ccccc2)cc1,89,-4,15,95,-2.0,-1,-2,-18,5,·
Oc1ccc(CN2CCN(Cc3ccccc3)CC2)c2cccnc12,2.4*,13,-9,2.0*,-6.3,4,-16,-20,6,·
Cc1ccc(-c2c[n+](CC(=O)OCc3ccccc3)c3n2CCC3)cc1,94,-7,1,100,-0.7,0,6,5,22,-4
Cc1ccc(Cn2c(CN(C)Cc3ccccc3)nc3c2c(=O)n(C)c(=O)n3C)cc1,65,-12,·,75,-1.2,6,5,-58,16,-3
CC1=NN(C(=O)c2ccccc2Br)C(O)(c2cccnc2)C1 (stereo unspecified),99,10,-43,85,-0.3,4,-11,-16,30,-3
Cc1ccc(S(=O)(=O)N/N=C\c2cc3c(cc2Br)OCO3)cc1,90,-3,·,84,0.1,5,16,-23,13,0
CCOc1ccc2[nH]c(=O)c(CN(CCc3ccccc3)C(=O)N3CCOCC3)cc2c1,95,2,8,92,-4.7,0,-3,-17,3,·
Cc1c(C(=O)NCCN2CCOCC2)oc2ccccc12,91,1,-5,93,-0.7,-2,6,-8,9,-1
O=[N+]([O-])c1ccc(Sc2cccc3cccnc23)cc1,93,-7,-38,79,-1.5,5,-4,-8,16,0

# More structures
SMILES,HCT116 bCat-KO,GALR2 blocker,E-sel TNF inh,HCT116 PTEN-null,MRP1 act,NPY-Y2 antag,Yeast life ext,BB579 growth dn,Measles CPE,Phagocytosis inh
O=C(/C=C/c1ccccc1Cl)N(c1ccccn1)C1CCCCC1,80,9,14,75,2.5,3,5,-46,3,-8
CCc1ccc(NC(=O)CCN2C(=O)c3cccnc3C2=O)cc1,96,1,·,97,-0.5,2,-5,-14,6,-1
CCc1[nH]nc2c1C(c1cccc(OC(=O)N3CCOCC3)c1)C(C#N)=C(N)O2 (stereo unspecified),96,-2,6,96,-2.3,5,-5,-34,7,-1
CCC(Sc1nc2cc3c(cc2c(=O)n1Cc1ccco1)OCO3)C(=O)NCCOC (stereo unspecified),102,8,-19,100,-3.8,-2,-10,-46,11,-1
CCOC(=O)c1oc2ccc(S(=O)(=O)n3nc(-c4ccc(Cl)cc4)cc3N)cc2c1C,23,-10,12,17,-2.9,-1,-8,-18,4,0
COc1ccc(NC(=O)C2CC(=O)N(C)C(=Nc3ccc4c(c3)OCO4)S2)cc1 (stereo unspecified),71,7,5,49,-3.5,-1,-15,-6,7,·
COc1ccccc1NC(=O)CSc1nc2sc(C)c(C)c2c(=O)n1Cc1ccco1,69,6,·,61,-2.1,2,0,-42,49*,1
O=C(NC(=S)NCC1CCCO1)c1cccc([N+](=O)[O-])c1 (stereo unspecified),88,-5,·,103,-1.7,-2,-1,-15,2,-2
Cc1ccc(N(C(=O)c2ccc(Br)o2)C2C=CS(=O)(=O)C2)cc1 (stereo unspecified),106,-9,·,97,-1.0,1,-9,13,6,0
C[N+](C)(CC#Cc1ccccc1)CC(=O)c1ccccc1,83,1,0,90,-3.8,2,3,-45,5,-7
COc1ccc2[nH]c(=O)c(CN(Cc3cccs3)C(=S)Nc3ccccc3)cc2c1,72,2,·,55,-2.0,6,-2,-11,25,-8
CC1CCN(CCNC(=O)CN(C)S(=O)(=O)c2cccc3nsnc23)CC1,98,3,·,96,-1.5,5,-2,12,2,0
O=S(=O)(NC1c2cccc3cccc(c23)C1N1CCNCC1)c1ccccc1 (stereo unspecified),66,4,-31,66,-2.3,3,-8,-19,8,0
CCOC(=O)Oc1ccc2c(c1)C(C)=CC(C)(C)N2C(=O)OCC,87,0,10,91,-1.0,3,-9,-29,4,-1
Cc1ccc(/C=N/NC(=O)CSc2nnc(-c3ccc(Cl)cc3)n2-c2ccccc2)o1,88,0,-10,91,-0.2,6,-5,-19,3,1
CCCOC(=S)Nc1ccccc1,95,8,24,103,-0.7,4,1,-50,17,0
Clc1ccc(N2CCN(c3cnc4ccccc4n3)CC2)cc1,76,-16,-4,83,3.2,9,-19,-39,3,·
COc1cc(OC)c(C2SCCS2)c(OC)c1,94,2,·,90,-0.1,4,0,-23,33*,-2
CC(C)Oc1ccc(C(=O)Nc2ccc(NC(=O)c3ccco3)c(Cl)c2)cc1,82,6,-16,92,2.2,-1,-15,-31,6,·
O=C(Cn1nnc2c(cnn2-c2ccc(F)cc2)c1=O)c1ccccc1F,91,-4,0,95,-1.0,1,-4,-31,6,-1
CCCn1c(SCC(=O)OCc2ccccc2)nc2c1c(=O)n(C)c(=O)n2C,103,10,16,100,-0.7,3,-1,-16,7,1
O=C(Cn1cnc2c(nnn2Cc2ccc(F)cc2)c1=O)NCc1ccc2c(c1)OCO2,98,11,-38,95,-0.8,4,·,-25,12,·
COc1ccccc1/C=N/n1c(N)c(C(=O)NC2CCCCC2)c2nc3ccccc3nc21,28,1,-1,27,-2.5,-2,-5,-61,6,3
Cc1ccc(S(=O)(=O)/C=C2\NC(=O)CS2)cc1,87,19,1,92,-1.7,2,-5,-29,4,-2
O=C1CCCC/C1=C\Nc1ccc(Cl)cn1,95,-19,3,103,0.3,1,-10,-23,6,·

# Shown as a hit in E-sel TNF inh, among the entries above:
canonical_smiles	GALR2 blocker	E-sel TNF inh	NPY-Y2 antag	Yeast life ext	BB579 growth dn	Measles CPE	Phagocytosis inh
N#Cc1cccc(-n2c(-c3ccccc3)nnc2-c2ccccc2)c1C#N	11	100*	-1	-6	-51	1	-1

# (cont.)
SMILES,HCT116 bCat-KO,GALR2 blocker,E-sel TNF inh,HCT116 PTEN-null,MRP1 act,NPY-Y2 antag,Yeast life ext,BB579 growth dn,Measles CPE,Phagocytosis inh
COCCNC(=O)/C(C#N)=C/c1cccc(/C=C(\C#N)C(=O)NCCOC)c1,69,9,·,64,-5.0,-1,20,-16,8,-4
Cc1cc2n(n1)SC(Nc1cccc3ccccc13)N2 (stereo unspecified),86,24,-13,80,-4.6,5,·,-1,13,·
CC(=O)Nc1ccc(NC(=O)CSC2=NCCS2)cc1,103,-1,23,98,0.3,-2,-2,-48,4,3
CCOC(=O)/C=c1\sc2n(c1=O)CCN=2,91,9,·,89,-2.5,-1,-3,-5,7,0
COc1ccc(-c2nnc(NC(=O)C3CCCO3)s2)cc1 (stereo unspecified),107,10,-11,109,-1.2,3,-29,-7,13,·
COc1cccc(C2C=C(c3ccc(OC)cc3OC)Nc3nnnn32)c1 (stereo unspecified),10,-5,-7,9,-4.6,4,-32,-29,1,0
C=CCNC(=S)NNC(=O)COc1c(Cl)cc(Cl)cc1Cl,93,0,5,100,-1.1,2,4,-30,8,-7
CCOC(=O)N1CCN(C(=O)Nc2ccc3nccnc3c2)CC1,89,-5,12,92,0.1,-1,·,8,1,·
Cc1ccc(C(NC(=O)NC(C)c2ccccc2)C(Cl)(Cl)Cl)cc1F (stereo unspecified),6.1*,7,22,3.4*,-3.1,-1,-3,-30,12,-10
COc1ccc(C2Nc3ccccc3C(=O)N2c2ccc(F)cc2)cc1Cn1nnc2ccccc21 (stereo unspecified),69,-5,·,69,-2.5,4,3,-29,3,-2
O=C(CC1Nc2ccccc2NC1=O)c1ccccc1 (stereo unspecified),87,11,-36,82,-3.5,-1,-24,-15,21,0
CC(C)CCNc1ncnc2c1nnn2Cc1ccccc1Cl,97,-9,-10,91,-1.9,6,-1,-33,9,-1
Cc1sc2ncnc(SCC(=O)N3CCC(c4noc5ccc(F)cc45)CC3)c2c1C,94,-9,12,97,-2.2,3,-5,-2,1,-1
CCOC(=O)c1cc(OC(=O)c2cccc([N+](=O)[O-])c2)n(-c2ccccc2)n1,92,-9,12,101,-0.9,-1,0,19,16,0
N#Cc1cc([N+](=O)[O-])ccc1Oc1cccc(/C=N/NC(=O)c2cccc(Cl)c2)c1,50,-1,-11,47&52,-2.4,2,-12,-12,3,·
CCOc1cc(C2NN=C(c3ccccc3)S2)ccc1OCc1ccccc1Cl (stereo unspecified),67,-5,5,62,-1.7,3,-25,-60,5,·
CCCOc1cc(C)c(S(=O)(=O)N2CCN(C)CC2)cc1C,91,3,17,98,-2.3,1,-11,29,2,0
COCCN1C(=O)C(=O)/C(=C(/O)c2cccc(S(=O)(=O)N(C)C)c2)C12C(=O)N(C)c1ccccc12 (stereo unspecified),94,-1,-1,98,-1.9,3,-8,-8,9,-1
Cc1ccc2nc(Cl)c(/C=N/NC(=O)[C@H]3C[C@@H]3c3ccccc3)cc2c1,59,6,·,62,-4.8,2,-5,-6,10,-1
C/C(=N\NC(=O)c1cccnc1)c1c(O)cc(C)oc1=O,102,5,·,100,-1.3,2,42*,-22,7,·
CC1(C)CC(N2CCC(=O)N(C3CC(C)(C)NC(C)(C)C3)C2)CC(C)(C)N1,105,8,43,99,-2.5,1,-5,-36,8,-1
